KCNQ1 inh – blocks the human KCNQ1 potassium channel | P51787 | CHO-K1 KCNQ1, FluxOR thallium flux fluorescence; active compounds read high | B-score at 10 µM | 1.3% of 310,000 active | AID 2642;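 active = compounds whose thallium flux B-score, printed positive for inhibition, exceeds three library SD while starting fluorescence stays within three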;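 also: channel opened by potassium depolarization with thallium stimulus after 20 min compound exposure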
Target sequence (P51787 whole entry, looked up): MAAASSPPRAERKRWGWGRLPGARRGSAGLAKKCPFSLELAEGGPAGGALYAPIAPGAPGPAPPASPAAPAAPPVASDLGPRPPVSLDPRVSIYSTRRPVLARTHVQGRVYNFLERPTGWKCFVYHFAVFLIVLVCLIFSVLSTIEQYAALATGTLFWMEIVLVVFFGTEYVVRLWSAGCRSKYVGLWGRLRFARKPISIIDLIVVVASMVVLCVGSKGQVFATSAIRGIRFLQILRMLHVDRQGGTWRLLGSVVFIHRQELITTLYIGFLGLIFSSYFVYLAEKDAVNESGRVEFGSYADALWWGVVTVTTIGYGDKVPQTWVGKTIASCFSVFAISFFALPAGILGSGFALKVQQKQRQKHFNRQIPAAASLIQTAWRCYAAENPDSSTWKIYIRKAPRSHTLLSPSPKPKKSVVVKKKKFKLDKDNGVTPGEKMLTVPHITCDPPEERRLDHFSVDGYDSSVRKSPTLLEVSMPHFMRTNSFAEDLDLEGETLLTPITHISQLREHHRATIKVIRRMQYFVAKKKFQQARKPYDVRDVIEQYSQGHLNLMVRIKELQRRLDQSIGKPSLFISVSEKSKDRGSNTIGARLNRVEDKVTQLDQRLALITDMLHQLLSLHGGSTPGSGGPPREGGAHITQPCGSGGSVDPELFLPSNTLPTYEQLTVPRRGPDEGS
KCNK3 inh – human KCNK3 channel inhibition, primary screen; O14649; B-score at 10 µM; 0.84% of 340,000 active; CHO-KCNK3 thallium flux, FluxOR fluorescence; active compounds read low;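 active = B-score under library mean minus 4 SD, starting fluorescence ratio at most library mean plus 5 SD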;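 also: more negative B-score means stronger inhibition of thallium flux through KCNK3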
RGS4 pot – RGS4 potentiation or activation | B-score at 10 µM | 0.92% of 310,000 active | HEK293 M3R/inducible RGS4, carbachol calcium flux Fluo4; active compounds read low;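 active = B-score of the integrated calcium signal more than 4 SD below the library mean, with starting fluorescence not abnormally high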;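 also: negative B-score means reduced calcium response which marks RGS4 activation or potentiation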
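Test system: HEK293 cells with stable M3R and inducible RGS4; also added: carbachol at ECmax as muscarinic agonist stimulus; schedule: dye loading 30 min 37 °C, buffer rest 30 min RT; technique: kinetic calcium fluorescence imaging with Fluo4-AM dye, 2 µM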
HDAC3 inhib – inhibitors of human histone deacetylase 3 | O15379 | recombinant HDAC3, fluorogenic peptide/trypsin coupled, fluorescence | inhibition, % at 8.3 µM | 0.15% of 320,000 active | AID 2718; in the data active = inhibition above about 26%, passing the limit was not always enough; inconclusive = no clear call, values can overlap the other calls
RGS4 block – inhibitors of human RGS4. P49798. HEK293 M3R/RGS4 inducible, Fluo-4 calcium flux; active compounds read high; triggered by carbachol at its EC20. B-score at 10 µM. 0.45% of 310,000 active. AID 463165;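 active = B-score, a plate-corrected calcium signal, over three deviations above library mean, with baseline fluorescence within five deviations of library mean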;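 also: RGS4 expression induced by doxycycline in cells with stable M3 receptor; B-score is computed from the integrated fluorescence ratio over baseline after carbachol; higher B-score means a larger calcium signal and so more RGS4 inhibition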
Target sequence (P49798 whole entry, looked up): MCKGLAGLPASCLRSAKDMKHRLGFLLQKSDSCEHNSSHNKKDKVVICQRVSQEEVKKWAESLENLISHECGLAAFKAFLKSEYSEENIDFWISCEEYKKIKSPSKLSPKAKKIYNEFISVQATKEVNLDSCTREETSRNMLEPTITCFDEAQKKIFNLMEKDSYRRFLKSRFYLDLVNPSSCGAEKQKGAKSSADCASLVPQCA
KCNK9 block – blocks the human KCNK9 two-pore domain potassium channel; 1.2% of 310,000 active; B-score at 10 µM; Q9NPC2; HEK293 KCNK9, FluxOR thallium flux fluorescence; active compounds read low;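 active = ratio B-score over 3 SD below the library mean, with starting fluorescence within 5 SD of its mean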;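 also: negative B-score means less thallium flux so channel inhibition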
SKKanGAS inh – SKKanGAS growth inhibition; S. pyogenes SKKanGAS, kanamycin growth, BacTiter-Glo, 6 h; inhibition, % at 7.5 µM; 1.3% of 300,000 active; AID 1662;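 active = mean replicate score, as percent of positive control median, at least 50; inconclusive = mean below 50 but one replicate at or above 50; inactive = mean and every replicate below 50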;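 also: strain carries kanamycin resistance gene driven by streptokinase promoter and grows in 40 µg/ml kanamycin; loss of luminescence reflects streptokinase promoter inhibition or plain growth inhibition; 0% = median of DMSO wells and 100% = positive control at its reference dose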
TMEM16A inh – mouse TMEM16A channel inhibition, primary screen; Q8BHY3; HEK293 TMEM16A/YFP iodide influx fluorescence, ionomycin; normalized B-score (activity score, 25-100; higher = stronger inhibition) at 10 µM; 1.2% of 310,000 active; AID 588511;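 active = ratio plate-corrected score three or more library SD toward inhibition, starting fluorescence score within five deviations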;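 also: score derived from kinetic fluorescence span divided by baseline fluorescence per well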
ANO1 activ – activates or potentiates the mouse TMEM16A chloride channel; HEK293 TMEM16A/YFP-H148Q/I152L, iodide quench fluorescence; active compounds read low; B-score at 10 µM; 0.3% of 340,000 active;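 active = fluorescence-ratio B-score plate-corrected deviation score at least 3 library SD below zero, with starting fluorescence score within 5 deviations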;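 also: channel opened by trigger with iodide after compound preincubation; score built on the fluorescence ratio of max minus min over baseline; more negative score means more quench and so TMEM16A activation or potentiation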
KCNQ1 act – potentiates or activates the human KCNQ1 potassium channel; P51787; CHO-K1 KCNQ1, thallium flux FluxOR fluorescence; active compounds read high; B-score at 10 µM; 0.35% of 310,000 active;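 active = fluorescence ratio B-score, a plate-corrected score, at least three library SD, with initial intensity B-score within 5 SD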
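Schedule – 37 °C overnight plating, 90-min dark dye load, 20-min compound pretreatment · System – stable KCNQ1 CHO-K1 line · Probe or stimulus – thallium- and potassium-containing depolarizing buffer · Measured by – kinetic FluxOR fluorescence, 10 s baseline plus 110 s post-stimulus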
hERG rescue – compounds protecting human hERG from proarrhythmic drug block. Q12809. CHO-hERG, FluxOR thallium flux, dofetilide IC70 present. activation (rescue from dofetilide block), less the hit threshold, % at 10 µM. 0.51% of 310,000 active;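 active = activation above the mean of controls blocked by dofetilide plus 5 SD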;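 also: thallium influx through hERG after potassium depolarization seen as dye fluorescence rise; in these data hits start at about 4.7%; inactives centre near -7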
* = called active by the depositor; i = inactive; ? = inconclusive; . = not tested or not shown.

Below each SMILES: TMEM16A inh, KCNK3 inh, hERG rescue, SKKanGAS inh, KCNK9 block, RGS4 block, KCNQ1 act, ANO1 activ, KCNQ1 inh, HDAC3 inhib, RGS4 pot
> Cc1ccc(SCCNCc2ccco2)cc1
→ i, i, -2.0, -14.3, i, i, i, i, i, -1.3, i
> CC1CN(C(=O)CCC(=O)NCc2ccccc2)c2ccccc2O1 (configuration not stated)
→ i, i, -10.8, -0.1, i, i, i, i, i, -3.8, i
> CCn1c(CC(=O)Nc2ccccc2)nnc1SCC(=O)Nc1ccccc1C(=O)OC
→ i, i, -6.6, 0.0, i, i, i, i, i, 10.3, i
> COc1cccc(CC(=O)OCC(=O)NC2(C#N)CCCCC2)c1
→ i, i, -14.6, 6.2, i, i, i, i, i, 1.1, i
> CCN(C(=S)NCc1ccccc1)c1cccc2ccccc12
→ 25*, -12.6*, -10.6, 10.7, -18.2*, i, i, i, i, 4.6, i
> Cc1cc(N2CCCCCC2)nc(-c2ccccc2O)n1
→ i, i, -4.4, 26.6, i, i, i, i, i, -5.9, i
> Cc1cc(C)c2c(=O)[nH]cnc2n1
→ i, i, -2.9, -9.5, i, i, i, i, i, 7.3, i
> COc1ccc(C2Nc3ccccc3C(=O)N2NS(=O)(=O)c2ccc(C)cc2)cc1 (configuration not stated)
→ i, i, -16.8, -2.4, i, i, i, i, i, -16.8, i
> CN1CCN(c2nc3c(c(=O)[nH]c(=O)n3C)n2CC(N)=O)CC1
→ i, i, -2.5, -4.2, i, i, i, i, i, 4.5, i
> CN(Cc1c(C(=O)N2CCc3ccccc3C2)nc2ccc(Cl)cn12)C(C1CC1)C1CC1
→ i, i, -16.0, 12.8, i, i, i, i, i, 2.1, i
> C=C1c2ccccc2NC(=S)N1Cc1ccc2c(c1)OCO2
→ i, i, -2.4, 5.1, i, i, i, i, i, 5.6, i
> OC1CCN(C(=S)Nc2ccc(Nc3ccccc3)cc2)CC1
→ i, i, -5.5, 3.4, i, i, i, i, i, -1.5, i
> COc1cc(NC(=O)c2cc(-c3ccco3)on2)c(OC)cc1Cl
→ i, i, -5.1, 1.8, i, i, i, i, i, -0.8, i
> O=C(c1ccc(-n2cccc2)cc1)N1CCOCC1
→ i, i, -1.9, -1.6, i, i, i, i, i, ?, i
> O=C(N[C@H]1CCCCNC1=O)c1cc(COc2ccc(F)cc2F)on1
→ i, i, -4.6, -2.8, i, i, i, i, i, -2.7, i
> CC(C(=O)Nc1ccc(N(C)C)cc1)N1C(=O)c2ccccc2S1(=O)=O (configuration not stated)
→ i, i, -13.4, -5.4, i, i, i, i, i, -1.8, i
> COc1ccc(C(=O)CSc2nnc(NC(=O)C3CC(=O)N(c4ccccc4C)C3)s2)cc1 (configuration not stated)
→ i, i, -7.3, 8.5, i, i, i, i, i, -12.4, i
> COc1ccccc1N1CCN(C(=O)CCc2ccc(S(=O)(=O)NCC(C)C)cc2)CC1
→ i, i, -7.6, -2.4, i, i, i, ., i, 7.0, i
> Cc1nc2ccc(S(=O)(=O)NC(C(=O)Nc3nccs3)C(C)C)cc2s1 (configuration not stated)
→ i, i, -1.7, -4.2, i, i, i, i, i, 1.8, i
> CC(C)CSc1nc2c(=O)[nH][nH]c(=O)c2n1Cc1ccccc1
→ i, i, -3.0, 8.5, i, i, i, i, i, 3.0, i
> CCn1c(=O)c2cc(C(=O)Nc3cccc(C(C)=O)c3)sc2c2ccccc21
→ i, i, -7.3, -7.6, i, i, i, i, i, -17.6, i
> O=C1c2ccsc2SCCN1Cc1ccc(F)cc1
→ i, i, -6.6, 9.6, i, i, i, i, i, -1.8, i
> O=C(COc1ccccc1)N1CCN=C1SCc1cccnc1
→ i, i, -5.6, 4.0, i, i, i, i, i, 1.7, i
> COc1ccc(Cn2nc(C)cc2C)cc1OC
→ i, i, -10.1, 2.7, i, i, i, i, i, -5.6, i
> CCCC(=O)NC(C)c1nc2ccccc2[nH]1 (configuration not stated)
→ i, i, -7.8, -4.0, i, i, i, i, i, -1.1, i
> COc1cc(/C=N/NC(=O)c2cccnc2)ccc1OCC(=O)N1CCOCC1
→ i, i, -8.1, 2.4, i, i, i, i, i, 5.8, i
> CC(=O)COc1ccc2c(-c3cccc([N+](=O)[O-])c3)cc(=O)oc2c1
→ i, i, -10.9, -7.4, i, i, i, i, i, 10.6, i
> Cc1cc(OCC(=O)NCCCN2CCCC2=O)c2c(C)cc(=O)oc2c1
→ i, i, -11.8, -2.6, i, i, i, i, i, -44.2, i
> CCC1(CC)Cc2ccccc2-c2nc(NN)[nH]c(=O)c21
→ i, i, -11.6, 20.4, i, i, i, i, i, ., i
> CC1CCN(C(=O)c2cc3c(=O)n4ccccc4nc3s2)CC1
→ i, i, -6.2, -3.5, i, i, i, i, i, -50.3, i
> Cc1cc(C)c2c(n1)SCC(=O)N2CC(=O)Nc1c(C)cccc1C
→ i, i, -2.8, -2.7, i, i, i, i, i, -7.5, i
> CCOC(=O)C1CCN(C(=O)C2CCN(S(=O)(=O)c3cc(Cl)ccc3OCC)CC2)CC1
→ i, i, -6.5, -6.9, i, i, i, i, i, 5.3, i
> Cc1nc(-c2ccccc2)sc1C(=O)NN
→ i, i, -2.4, -5.9, i, i, i, i, i, -1.2, i
> O=C(CN1CCN(S(=O)(=O)c2cc(Cl)ccc2Cl)CC1)c1ccc(O)c(O)c1
→ i, i, -2.0, -1.4, i, i, i, i, i, 1.7, i
> CCOC(=O)c1cc(-c2cccc([N+](=O)[O-])c2)nc2[nH]c(=O)[nH]c(=O)c12
→ i, i, -7.0, 13.8, i, i, i, i, i, -3.0, i
> CCOC(=O)N1CCN(C(=O)CNC2CCCCCCC2)CC1
→ i, i, -8.4, -7.7, i, i, i, i, i, ., i
> O=C(O)c1ccc(CSc2nnc(-c3ccncc3)n2-c2ccc(Cl)cc2)cc1
→ i, i, 2.1, 3.2, i, i, i, i, i, -0.6, i
> COc1cccc(C2CC(=O)Nc3c2c(=O)n(C)c(=O)n3C)c1OC (configuration not stated)
→ i, i, -8.3, 6.0, i, i, i, i, i, 5.5, i
> Cc1ccc(N2C(=O)C(Cl)=C(N3CCOCC3)C2=O)c(C)c1
→ i, i, -3.8, 0.9, i, i, i, i, i, -17.4, i
> COC(=O)c1ccc2c(=O)n(CCCCCC(=O)NCCNC(C)=O)c(=O)[nH]c2c1
→ i, i, -4.0, -3.5, i, i, i, i, i, -3.7, i
> COc1ccc(OCC(=O)Nc2c3c(nn2-c2ccccc2)CS(=O)(=O)C3)cc1
→ i, i, -10.8, -7.5, i, i, i, i, i, -4.2, i
> O=Cc1cn(CC(=O)Nc2ccc3c(c2)OCO3)c2ccccc12
→ i, i, -7.4, 2.1, i, i, i, i, i, -2.2, i
> O=C(c1ccc([N+](=O)[O-])cc1)N1CCc2ccccc2C1
→ i, i, -4.2, -7.1, i, i, i, i, i, -2.5, i
> COc1ccccc1CNC(=O)CN1C(=O)c2ccccc2S1(=O)=O
→ i, i, -4.5, 1.0, i, i, i, i, i, -6.0, i
> C=CCC1(C#N)C(=S)NC(C)=C(C(=O)OCC)C1c1ccccc1 (configuration not stated)
→ i, i, -13.4, -1.1, i, i, i, i, i, 5.7, i
> O=C(Cc1ccc([N+](=O)[O-])cc1)N1CCN=C1SCc1ccccc1
→ i, i, -9.5, 1.9, i, i, i, i, i, 3.8, i
> CC(c1ccccc1)N1C(=O)NC(NC(=O)c2cccnc2)(C(F)(F)F)C1=O (configuration not stated)
→ i, i, -11.7, -3.2, i, i, i, i, i, 1.6, i
> O=C1OCc2ccc(NC(=O)c3ccccc3C(=O)O)cc21
→ i, i, -9.2, -3.8, i, i, i, i, i, -7.5, i
> O=C(NCCc1ccccc1)C1CCN(S(=O)(=O)N2CCOCC2)CC1
→ i, i, -4.7, 15.5, i, i, i, i, i, 8.1, i
> CSCC(C)N1CCC(n2nccc2NC(=O)c2ccccc2C)CC1 (configuration not stated)
→ i, i, -10.0, 5.7, i, i, i, i, i, 2.3, i
> CC12CCC(C(=O)OC3CCCCC3)(OC1=O)C2(C)C (configuration not stated)
→ i, i, 5.8*, -0.6, i, i, i, i, i, 4.6, i
> O=C(CSCCO)Nc1cc(C(F)(F)F)ccc1Cl
→ i, i, -9.4, -1.0, i, i, i, i, i, 11.5, i
> Cc1cc(=O)[nH]c(SCC(=O)Nc2ccc3c(c2)OCCO3)n1
→ i, i, -3.2, 2.1, i, i, i, i, i, 9.0, i
> CCc1ccccc1Nc1nc2ccccc2n1CC
→ i, i, -8.3, 11.5, i, i, i, i, i, 2.8, i
> CCOCCOC(=O)c1[nH]c2c(c1C)C(=O)CC(c1ccccc1)C2 (configuration not stated)
→ i, i, -3.0, -4.9, i, i, i, i, i, 4.3, i
> CC(=O)C1=C(C)Nc2ncnn2C1c1ccc(Br)cc1 (configuration not stated)
→ i, i, -11.9, 0.4, i, i, i, i, i, 1.4, i
> N#Cc1ccc(S(=O)(=O)NC2CCCCNC2=O)cc1 (configuration not stated)
→ i, i, -0.1, -7.9, i, i, i, i, i, -8.9, i
> COc1ccc(OC)c(-c2cc(C(=O)NCCCn3ccnc3)no2)c1
→ i, i, -14.5, -0.4, i, i, i, i, i, -1.8, i
> CCc1nnc(NC(=O)CSc2nnc(-c3ccncc3)n2Cc2ccccc2)s1
→ ., ., -1.5, -1.5, i, i, i, ., i, ., i
> C=CCn1c(SCC(=O)Nc2ccc(NC(=O)c3ccco3)c(OC)c2)nnc1-c1ccncc1
→ i, i, -7.5, 9.9, i, i, i, i, i, -0.4, i

Further records:
Below each SMILES: TMEM16A inh, KCNK3 inh, hERG rescue, SKKanGAS inh, KCNK9 block, RGS4 block, KCNQ1 act, ANO1 activ, KCNQ1 inh, HDAC3 inhib, RGS4 pot
> Cc1cccc2cc(CN(CCc3ccccc3)C(=O)N3CCOCC3)c3nnnn3c12
→ i, i, -12.3, -4.6, i, i, i, i, i, -3.2, i
> O=C(COc1ccc(Cl)cc1)NCc1nnc(SCC(=O)NCc2ccc3c(c2)OCO3)o1
→ i, i, -9.4, -7.9, i, i, i, i, i, 0.0, i
> CCCOC(=O)C1=C(C)NC(=O)NC1c1cc2c(cc1Br)OCO2 (configuration not stated)
→ i, i, -3.2, -0.3, i, i, i, i, i, -4.3, i
> Oc1ccc(C2=CSC3=NCCN23)cc1O
→ i, i, -0.4, 0.4, i, i, i, i, i, 0.1, i
> Cc1ccc(S(=O)(=O)NNC(=O)c2sccc2-n2cccc2)cc1
→ i, i, -10.6, 0.0, i, i, i, i, i, -3.6, i

Screening results: PubChem BioAssay, several laboratories
